Screening data (PubChem)
GRP78 ERSR act = qHTS for Inducers of the Endoplasmic Reticulum Stress Response (ERSR) in Human Glioma: qHTS. U87-MG GRP78 promoter luciferase reporter, 16 h. Potency, µM, inactives show at the highest dose activation, hits mostly activators. 420,000 tested, 0.02% active. AID 602332, 2012; active means well fitted activation curve with a large enough effect; inconclusive means small, poorly fitted or top-dose-only effect; inactive means no such curve, though single readings can be large or run the other way; further: series mostly up to about 76 µM; % of control where 0% means no effect; nearly all actives have a fitted effect of over 35% in size
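Stably transfected U87-MG glioma cells carrying a GRP78-based luciferase sensor; 16 h compound incubation. Luminescence end-point read 10 min after Bright-Glo addition at room temperature.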
* marks the source's active call; other numbers are inactive results; ? = inconclusive; & = joins results of further samples. Potency means the concentration at half of the fitted maximal effect.

canonical_smiles	GRP78 ERSR act
CC(C)(N)C(=O)N[C@@H](Cc1cnc[nH]1)C(=O)N[C@H](Cc1ccc2ccccc2c1)C(=O)N[C@H](Cc1ccccc1)C(=O)N[C@@H](CCCCN)C(N)=O	0.4%
C[C@@H]1C[C@H](OC(=O)[C@@H](O)c2ccccc2)CC(C)(C)N1C	-5.9%
CC(=O)OC1CC2C(C)(C)C(=O)CC[C@]2(C)C2CC[C@@]3(C)C(c4ccoc4)OC(=O)C4OC43[C@]12C (stereo partly specified)	-2.8%
COc1cccc2c1CCC1=CC(=O)CC[C@@]12C	-4.6%
CC(C)(C)N1C(=O)[C@H]2[C@H]3[C@H](O)[C@H](O)C/C(=N/OC[C@@H](O)COCc4ccco4)[C@H]3CC[C@@H]2C1=O	-1.8%
CC1CCC(C(C)(C)O)CC2=C1CCC2C (stereo unspecified)	-1.6%
O=C(O)C1(O)CC(O)C(O)C(O)C1 (stereo unspecified)	-3.6%
CC1(C)CC2C1CCC1(C)OC1CCC2(C)O (stereo unspecified)	-0.2%
CC1(C)CCC2(C(=O)O)CC[C@]3(C)C(=CCC4[C@]5(C)CCC(O)C(C)(C)C5C(O)C[C@]43C)C2C1 (stereo partly specified)	0.0%
c1ccc2c(c1)Sc1ccccc1N2CCN1CCCC1	-3.9%
CC[C@H](C)[C@H](NC(=O)[C@H](CO)NC(=O)[C@H](C)NC(=O)[C@H](C)NC(=O)[C@H](CCC(N)=O)NC(=O)[C@H](CCCCN)NC(=O)[C@H](CCCN=C(N)N)NC(=O)[C@@H](N)CS)C(=O)N[C@@H](CCCCN)C(=O)N[C@H](C(=O)N[C@@H](C)C(=O)N[C@H](C(=O)N[C@@H](CO)C(=O)O)C(C)C)C(C)C	-0.2%
Cc1ncc(C[n+]2csc(CCOP(=O)(O)O)c2C)c(N)n1	-5.5%
COC(=O)C/C=C\[C@@H](C)[C@@H](/C=N\O[C@@H](C)CN1CCCc2nc(C)c(C)cc21)NS(=O)(=O)c1ccc(C)cc1	-4.0%
CN(C)CCC=C1c2ccccc2C(C)(C)c2ccccc21	-1.7%
COc1ccc(Cl)cc1-c1ccc(C(=O)O)s1	?
C[N+](C)(C)CCOP(=O)([O-])OP(=O)(O)OCC1OC(n2ccc(N)nc2=O)C(O)C1O (stereo unspecified)	-6.6%
CC(=O)c1ccc(NC(=O)OCCN2CCN(Cc3ccccc3)CCC2=O)cc1	0.8%
CN[C@]1(C)[C@H]2CC[C@@H](C2)C1(C)C	-4.5%
CC(=O)NC1[C@H]([C@H](O)[C@H](O)CO)OC(C(=O)O)=C[C@H]1N=C(N)N (stereo partly specified)	-1.5%
O=C(Nc1ccc(/C=C/c2ccc(NC(=O)c3cc(S(=O)(=O)O)c4cccnc4c3O)cc2S(=O)(=O)O)c(S(=O)(=O)O)c1)c1cc(S(=O)(=O)O)c2cccnc2c1O	-3.6%
COc1cc(O)cc(OC)c1OC	?
CCC(C)(C)OC(=O)N[C@@H](Cc1c[nH]c2ccccc12)C(=O)N[C@@H](CCSC)C(=O)N[C@@H](CC(=O)O)C(=O)N[C@@H](Cc1ccccc1)C(N)=O	-4.3%
CCCCC#CC1C=CC(Oc2cc(OC)c(OC)c(OC)c2)C(COC(=O)OCC)O1 (stereo unspecified)	-0.8%
CC1CCC2C(=O)OC(CO)CN2C1c1ccc(Br)cc1 (stereo unspecified)	-0.2%
COc1cccc([C@H]2Oc3ccc(OC)cc3/C(=N\OCC[C@@H]3C=C[C@H](OC(C)=O)[C@H](COC(C)=O)O3)[C@@H]2O)c1	-2.8%
FC(F)(F)C(F)(F)C(F)(F)C(F)(F)C(F)(F)C(F)(F)C(F)(F)C(F)(F)Br	-2.0%
C[C@@H]1O[C@H](O[C@@H]2\C=C/C=C\C=C/C=C\C[C@H](C)OC(=O)/C=C\[C@H]3O[C@@H]3C[C@H](O)C[C@]3(O)C[C@@H](O)[C@@H](C(=O)O)[C@H](C2)O3)[C@@H](O)[C@H](N)[C@@H]1O (stereo in doubt)	-1.8%
CC(C)(C)NC[C@@H](O)COc1ccccc1C1CCCC1	-2.0%
O=C(O)COc1nn(Cc2ccccc2)c2ccccc12	-4.3%
O=C(O)CCCC[C@H]1SC[C@H]2NC(=O)N[C@@H]21	-5.0%
CCC(=O)[C@@]1(O)C(=O)N2C(=C3C(=O)OCCC31)N(Cc1ccccc1)C(C)=C(C(=O)OC)C2c1ccccc1 (stereo partly specified)	-1.7%
CCCNC(=O)OC[C@@H]1O[C@H](CCO/N=C(\C)CCC(=O)OC[C@@H]2O[C@H](c3ccccc3)C=C[C@@H]2Oc2ccc(OC)cc2)C=C[C@@H]1Oc1ccc(OC)cc1	-5.3%
O=C(OC[C@@H](O)CO)c1ccccc1Nc1ccnc2cc(Cl)ccc12	-5.5%
C=C(C)C1CC=C(C)CC1 (stereo unspecified)	-4.2%
O=c1cc(-c2ccccc2O)oc2cc(O)cc(O)c12	-5.9%
CC(=O)O[C@]1(C(C)=O)CC[C@@H]2[C@@H]3C=C(C)C4=CC(=O)CC[C@@]4(C)[C@H]3CC[C@]21C	-1.5%
CC(C)([CH2][Sn]([CH2]C(C)(C)c1ccccc1)([CH2]C(C)(C)c1ccccc1)[O][Sn]([CH2]C(C)(C)c1ccccc1)([CH2]C(C)(C)c1ccccc1)[CH2]C(C)(C)c1ccccc1)c1ccccc1	0.7%
COC(=O)CCCOc1ccc(Cl)cc1Cl	0.4%
C#CCCCO/N=C1/C[C@@H](O)[C@@H](O)[C@@H]2[C@@H]3C(=O)N(C(C)(C)C)C(=O)[C@H]3CC[C@@H]12	-5.2%
CC(=O)OCC(=O)[C@@]1(O)CCC2C3CCC4=CC(=O)CC[C@]4(C)C3=CC[C@@]21C (stereo partly specified)	-5.3%
CC(=O)OCCBr	0.8%
CC(C)=O	-2.2%
CC(=O)c1ccc(C2C=CC(Oc3ccc(F)cc3C)C(CO)O2)cc1 (stereo unspecified)	-4.1%
OCC1O[C@H](OC2C(CO)O[C@@](O)(CO)C2O)C(O)C(O)C1O (stereo partly specified)	-5.5%
COc1ccc(NC=O)c(C(=O)CCNC(C)=O)c1	-3.1%
Cc1ccc(C2CC(=O)Oc3ccc(C(C)(C)C)cc32)cc1 (stereo unspecified)	-7.2%
O=C1[C@H]2O[C@@H]2[C@@H](O)[C@H]2[C@H]1CCn1c(=O)n(Cc3cc4c(cc3Cl)OCO4)c(=O)n12	-4.9%
C=CN1CCCC1=O	-4.8%
O=C(O)c1ccccc1-c1ccc(C(F)(F)F)cc1	-4.5%
COc1cc(C2c3[nH]c4ccccc4c3CC3C(=O)N4C(Cc5c([nH]c6ccccc56)C4c4cc(OC)c(OC)c(OC)c4)C(=O)N32)cc(OC)c1OC (stereo unspecified)	5.7%
NC(=O)[C@@H]1CCCN1	-5.3%
CC(=O)Nc1ccc(C2NC(C(=O)O)CCC2C)cc1 (stereo unspecified)	-5.1%
CCN1C(=O)[C@H]2[C@H]3[C@H](O)[C@H](O)C/C(=N/OCC(C)C)[C@@H]3CC[C@@H]2C1=O	-4.6%
COC(=O)[C@@H]1CC[C@H](C)[C@@H](c2ccc(C)cc2)N1C(=O)c1ccc(/C=N\O[C@@H]2O[C@H](COC(C)=O)[C@H](OC(C)=O)[C@H](OC(C)=O)[C@H]2OC(C)=O)cc1	-4.3%
COC(=O)[C@@H]1CC[C@H](C)[C@@H](c2ccc(C)cc2)N1C(=O)c1ccc(/C=N\OC[C@@H](O)[C@H]2O[C@H]3OC(C)(C)O[C@H]3[C@@H]2O)cc1	-2.6%
Cc1cccc(-c2ccc(-c3cc(=O)oc4cc(C)cc(C)c34)cc2)c1	-1.3%
CC(=O)OC[C@H]1O[C@@H](O/N=C\[C@@H](C)[C@H](OCc2ccccc2)C(C)C)[C@H](OC(C)=O)[C@@H](OC(C)=O)[C@H]1OC(C)=O	-2.2%
Cc1c(F)c(N2CCNC(C)C2)cc2c1c(=O)c(C(=O)O)cn2C1CC1 (stereo unspecified)	-3.6%
C/C=C(/C)C(=O)OC1C(OC(C)=O)[C@@]2(CO)C(O)C[C@@]3(C)C(=CCC4[C@@]5(C)CCC(OC6OC(C(=O)O)[C@@H](O[C@@H]7OC(CO)C(O)C(O)C7O)C(O)[C@H]6O[C@@H]6OC(CO)C(O)C(O)C6O)[C@](C)(CO)C5CC[C@@]43C)C2CC1(C)C (stereo partly specified)	-6.1%
CC(=O)CCC(=O)O	-4.7%

Another view of four compounds above.
GRP78 ERSR act	SMILES
-5.1%	CC(=O)Nc1ccc(C2NC(C(=O)O)CCC2C)cc1 (stereo unspecified)
-4.6%	CCN1C(=O)[C@H]2[C@H]3[C@H](O)[C@H](O)C/C(=N/OCC(C)C)[C@@H]3CC[C@@H]2C1=O
-4.3%	COC(=O)[C@@H]1CC[C@H](C)[C@@H](c2ccc(C)cc2)N1C(=O)c1ccc(/C=N\O[C@@H]2O[C@H](COC(C)=O)[C@H](OC(C)=O)[C@H](OC(C)=O)[C@H]2OC(C)=O)cc1
-2.6%	COC(=O)[C@@H]1CC[C@H](C)[C@@H](c2ccc(C)cc2)N1C(=O)c1ccc(/C=N\OC[C@@H](O)[C@H]2O[C@H]3OC(C)(C)O[C@H]3[C@@H]2O)cc1

Further entries:
canonical_smiles	GRP78 ERSR act
CCOC(=O)OCC1OC(c2ccccc2)C=CC1OC(=O)OCC (stereo unspecified)	-4.6%
NC(=O)NCC(N)C(=O)O (stereo unspecified)	0.2%
CSCC[C@H](NC(=O)[C@H](CC(C)C)NC(=O)CNC(=O)[C@H](Cc1ccc(O)cc1)NC(=O)[C@H](Cc1ccccc1)NC(=O)[C@H](CCCCN)NC(=O)[C@H](CC(N)=O)NC(=O)[C@@H]1CCCN1C(=O)[C@H](CC(=O)O)NC(=O)[C@H](C)NC(=O)[C@@H]1CCC(=O)N1)C(N)=O	-4.9%
O=C1CCCC=C1[C@@H](O)CCOCc1ccccc1	-5.4%
CN1[C@H](CC(=O)c2ccccc2)CCC[C@H]1C[C@@H](O)c1ccccc1	-6.2%
c1ccc([C@H]2NCCc3c2[nH]c2ccccc32)cc1	-3.9%
CCOC(=O)C1=C(C)NC(C)=C(C(=O)OC)[C@@H]1c1cccc([N+](=O)[O-])c1	-4.1%
COc1cc2ccc(=O)oc2c(OC)c1OC	-3.8%
CC1(C)CC2C1CC[C@]1(C)CCC3C(C(=O)O)CC(=O)O[C@]32C1 (stereo partly specified)	-5.0%
CCc1cccc2cc(C(O)CNC(C)(C)C)oc12 (stereo unspecified)	0.7%
C=CC[C@@H]1C=C[C@H](ON=C(C)C)[C@H](CO)O1	-3.8%
CO[C@H]1C[C@@H](O[C@@H]2[C@H](C)[C@H](O[C@@H]3O[C@@H](C)C[C@@H](N(C)C)[C@@H]3O)[C@H](C)C[C@]3(CO3)C(=O)[C@H](C)[C@H](O)[C@H](C)[C@H](C)OC(=O)[C@@H]2C)O[C@@H](C)[C@H]1O	-4.3%
O=C1[O][Bi][O]c2ccccc21	-1.8%
Nc1nc2ncc(=O)[nH]c2c(=O)[nH]1	0.6%
C=CC(C1=CC(=O)C(OC)=CC1=O)c1ccc(OC)cc1 (stereo unspecified)	-3.5%
COC(=O)/C=C/C1c2ccccc2C(OC)C1C (stereo unspecified)	-2.3%
CSCC[C@H](NC(=O)[C@@H]1CCCN1C(=O)[C@H](CCCN=C(N)N)NC(=O)[C@H](CC(C)C)NC(=O)[C@@H]1CCCN1C(=O)[C@@H](NC(=O)[C@@H](N)CCC(N)=O)C(C)C)C(=O)N[C@H](C(=O)N[C@@H](Cc1ccc(O)cc1)C(=O)N[C@@H](CCCCN)C(=O)O)[C@@H](C)O	-3.6%
CCCCCCCCCCCCCCCCCC(=O)OCCO	-4.4%
CCOC(=O)OCC1OC(c2cc(C)cc(C)c2)C=CC1OC(=O)OCC (stereo unspecified)	-3.3%
CC1(C)C[C@@H]2C(=O)CCC3O[C@@]3(C)CCC21 (stereo partly specified)	-4.2%
CC(=O)[C@]1(O)CCC2C3CCC4=CC(=O)CC[C@@]4(C)C3CC[C@]21C (stereo partly specified)	-1.6%
CC1=C(C(=O)O)N2C(=O)C(NC(=O)C(N)C3=CCC=CC3)C2SC1 (stereo unspecified)	-4.3%
C[C@@H](C(=O)O)c1ccc(C(=O)c2ccccc2)s1	2.8%
Cc1cccc(C)c1NC(=O)[C@H](C)N	-2.2%
COc1cc(C2CC(=O)Oc3ccc(O)cc32)cc(OC)c1OC (stereo unspecified)	50.1µM*
CC[C@H](C)C(=O)O[C@@H]1C[C@H](C)C=C2C=C[C@H](C)[C@@H](CC[C@H]3C[C@@H](O)CC(=O)O3)[C@H]21	-3.2%
CC(=O)OC1CCC2(C)C3CCC4(C)C(CC5CCCCC54C(C)=O)C3CC(=O)[C@@]2(O)C1 (stereo partly specified)	-3.2%
N[C@H](Cn1ccc(=O)c(O)c1)C(=O)O	-4.3%&-2.7%
COc1c(-c2coc3cc4c(cc3c2=O)CC(OC(C)=O)C(C)(C)O4)ccc2c1C=CC(C)(C)O2 (stereo unspecified)	-3.7%
COc1cc2c(c(OC)c1OC)-c1ccc(OC)c(=O)cc1[C@H](NC(C)=O)CC2	-2.2%&-5.6%
OB(O)O	-2.8%
CC(C)(C)N1C(=O)[C@@H]2[C@H]3C(=CC[C@H]2C1=O)C(=O)[C@H]1O[C@H]1[C@H]3O	-10.7%
CC[C@H](NC(C)C)[C@H](O)c1ccc(O)c(O)c1	-3.8%
CCOc1ccc(C(=O)c2ccc(OC)c(O)c2O)cc1	0.3%
OCC1OC(c2ccccc2)C=CC1Oc1ccc(C2CCCC2)cc1 (stereo unspecified)	-5.4%
NC(C(=O)O)(c1ccc(P(=O)(O)O)cc1)C1CC1 (stereo unspecified)	-4.2%
O=C1CCC[C@@H]2CC(NCc3ccc(Cl)c(Cl)c3)C[C@@H]3CCN1[C@H]23 (stereo partly specified)	-4.0%

Only part of the results is shown (hit frequency here may not be typical).
